# High-throughput results from PubChem BioAssay.
# DRD3 antagonist = antagonists of human D3 dopamine receptor. P35462. D3R cells, DiscoveRx beta-arrestin luminescence, antagonist mode; hits give low values. max response, negative = inhibition, %. 360,000 tested, 2.5% active; in the data active means max response below about -50%; inconclusive means no clear call, values can overlap the other calls; further: on the % scale 0 is the no-effect control and ±100 the full control effect; mostly tested at two doses, the higher about 12 µM
# Target sequence (P35462 whole entry, looked up): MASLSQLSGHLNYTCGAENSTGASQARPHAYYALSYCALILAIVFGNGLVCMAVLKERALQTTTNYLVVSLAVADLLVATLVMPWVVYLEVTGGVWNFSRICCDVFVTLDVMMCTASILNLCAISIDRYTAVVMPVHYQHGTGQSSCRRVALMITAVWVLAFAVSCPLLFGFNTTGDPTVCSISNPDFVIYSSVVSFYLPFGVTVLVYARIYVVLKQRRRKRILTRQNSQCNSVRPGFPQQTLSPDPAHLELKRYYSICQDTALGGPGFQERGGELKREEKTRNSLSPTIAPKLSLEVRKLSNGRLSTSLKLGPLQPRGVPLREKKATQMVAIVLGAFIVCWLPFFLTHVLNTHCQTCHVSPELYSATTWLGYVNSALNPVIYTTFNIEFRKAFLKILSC
#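 Cells plated overnight at 1500 cells/well, then exposed to library compounds with dopamine controls for 90 minutes at 37 degrees C. DiscoveRx reagent added for 30–60 minutes at room temperature; luminescence read, quantitative HTS format.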
# DRD3 agonist = agonists of human D3 dopamine receptor; AID 652048; D3R DiscoveRx beta-arrestin cells, luminescence, 90 min; 410,000 tested, 0.58% active; P35462; max activation, %; in the data active means max activation above about 30%; further: 0% is about no effect; mostly tested at two doses, the higher about 12 µM
#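 Agonist-mode cell screen: cells plated at 1500/well and incubated overnight at 37 °C, then exposed to library compounds for 90 min at 37 °C. Detection reagent was added for 30–60 min at room temperature, and luminescence was read.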
# KB-V1 cytotox = kills drug-selected multidrug resistant KB-V1 cells | AID 1347076 | 400,000 tested, 3.4% active | KB-V1 MDR cells viability, CellTiter-Glo, 72 h | Potency, µM (titrated, usually from 46.1 µM), without a hit: at the top dose activity change, negative = cytotoxicity, hits mostly cytotoxic; further: potency means the concentration at half of the fitted maximal effect; on the % scale 0 is the no-effect control and ±100 the full control effect; nearly all actives have a fitted effect of over 60% in size
#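 Drug-selected KB-V1 cells, grown in DMEM lacking phenol red with 10% FBS, receive compound titrations; after three days at 37 degrees C, surviving cell ATP is quantified by CellTiter-Glo luminescence and responses normalized and curve-fitted.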
# GLP1R cytotox = cytotoxicity in counter-screen for GLP-1R inverse agonists; HEK293 cAMP-luciferase reporter cells, luminescence, 24 h; Potency, µM (highest dose often 38.3 µM), without a hit: at the top dose activity change, negative = inhibition, hits mostly inhibitors; 410,000 tested, 0.13% active; AID 624418;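 further: loss of luciferase light is scored as toxicity; potency means the concentration at half of the fitted maximal effect; on the % scale 0 is the no-effect control and ±100 the full control effect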
#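 1536-well qHTS counterscreen of the MLSMR; 200 cells/uL, 12 h pre-incubation, 23 nL cpd, 24 h at 37 deg C 5% CO2, luciferase detection reagent, 12 min RT, luminescence. Inhibition = undesired.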
# GLP1R ag = agonists of human GLP-1 receptor; HEK293 GLP-1R CRE-luciferase, luminescence, 4-6 h; cells express a hypersensitive GLP-1R form; Potency, µM (highest dose often 45.6 µM), for inactives: at the highest dose activation, actives largely listed as activators; 380,000 tested, 0.007% active; P43220; further: potency means the concentration at half of the fitted maximal effect; % of control where 0% means no effect
# GLP-1R inv ag = inverse agonists of human GLP-1 receptor; Potency, µM (highest dose often 38.3 µM), without a hit: top-dose activity change, negative = inhibition, usual class: inhibitors; HEK293 GLP-1R CRE-luciferase, luminescence, 24 h; GLP-1R form is constitutively active; AID 624417; 410,000 tested, 1.6% active; P43220; further: potency means the concentration at half of the fitted maximal effect; on the % scale 0 is the no-effect control and ±100 the full control effect; nearly all actives have a fitted effect of over 55% in size
#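 Inverse agonism was detected as reduced cAMP-driven luciferase luminescence after 24 h compound treatment. The cells were HEK293 clones expressing constitutively active human GLP-1R with the reporter. Reporter-only and GPR119 cell lines served as counterscreen controls.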
# PTHR1 agonist = PTHR1 (human) receptor agonism | HEK293 GP2 PTHR1 cells, GloSensor cAMP luminescence, 1 h | Potency, µM (highest dose often 115 µM), inactives show at the highest dose activation, actives largely listed as activators | 410,000 tested, 0.075% active | AID 743266; further: potency means the concentration at half of the fitted maximal effect; nearly all actives have a fitted effect of over 55% in size; some results filed as inactive show a strong effect at the top dose; inactives centre near -15; many of its hits are not listed in these tables
# Target sequence (Q03431 whole entry, looked up): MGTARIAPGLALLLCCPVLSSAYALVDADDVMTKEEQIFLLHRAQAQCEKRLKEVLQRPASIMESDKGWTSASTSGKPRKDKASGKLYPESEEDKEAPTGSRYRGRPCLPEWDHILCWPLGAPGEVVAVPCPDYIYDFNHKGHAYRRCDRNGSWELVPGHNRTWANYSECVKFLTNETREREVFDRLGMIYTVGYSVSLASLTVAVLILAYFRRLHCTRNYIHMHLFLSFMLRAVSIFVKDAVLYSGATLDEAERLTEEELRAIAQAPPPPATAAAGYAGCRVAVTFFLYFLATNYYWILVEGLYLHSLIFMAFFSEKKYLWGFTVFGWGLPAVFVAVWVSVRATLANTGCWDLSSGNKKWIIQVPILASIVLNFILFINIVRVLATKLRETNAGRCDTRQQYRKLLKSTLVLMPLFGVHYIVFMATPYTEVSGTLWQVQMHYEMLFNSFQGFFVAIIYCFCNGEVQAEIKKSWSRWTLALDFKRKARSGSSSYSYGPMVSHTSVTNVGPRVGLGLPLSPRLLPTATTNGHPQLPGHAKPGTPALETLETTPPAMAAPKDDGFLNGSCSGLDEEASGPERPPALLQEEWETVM
#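 HEK-293-derived GP2 cells expressing PTHR1 and a GloSensor cAMP reporter, 3,000/well, plated overnight, given luciferin plus IBMX (each 0.5 mM as added) for 1 h at 37 °C, then compound for 1 h at 37 °C. Luminescence was read after 15 min at room temperature.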
# TDP43 rescue = inhibitors of TDP-43 toxicity in yeast; TDP-43 expressing yeast growth rescue, BacTiter-Glo, 24 h; Potency, µM (top dose mostly 46.1 µM), for inactives: at the highest dose growth rescue (activation), most hits filed as activators; 410,000 tested, 1.8% active; AID 652104; further: potency means the concentration at half of the fitted maximal effect; % of control where 0% means no effect; nearly all actives have a fitted effect of over 50% in size
#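 Galactose-induced TDP-43 yeast, OD600=0.02, compound pinned; 24 hr, 30 deg C; BacTiter-Glo luminescence for growth. Inhibitors of TDP-43 toxicity read as activators.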
# aSyn yeast inh = inhibitors of alpha-synuclein toxicity in yeast; 370,000 tested, 0.14% active; Yeast expressing alpha-synuclein, growth rescue, BacTiter-Glo, 24 h; Potency, µM (series often up to 46.1 µM), inactives show top-dose growth rescue (activation), most hits filed as activators; further: potency means the concentration at half of the fitted maximal effect; % of control where 0% means no effect; nearly all actives have a fitted effect of over 65% in size
#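 Galactose-induced alpha-syn yeast (OD600=0.02, raffinose-pregrown) + pinned cpd, 24 hr, 30 deg C; growth by BacTiter-Glo luminescence. Growth restoration scores as activation.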
# * marks the source's active call; other numbers are inactive results; i = inactive; u = inconclusive; x = not tested or not shown; [ ] = remark or other dose. Unless noted, the call rests on the fitted dose curve; in most records, active means well fitted curve in the direction sought with a large enough effect; inconclusive means small, poorly fitted or top-dose-only effect, or another doubt; inactive means no such curve, though single readings can be large; an effect the other way counts as inactive or inconclusive.
SMILES,DRD3 antagonist,DRD3 agonist,KB-V1 cytotox,GLP1R cytotox,GLP1R ag,GLP-1R inv ag,PTHR1 agonist,TDP43 rescue,aSyn yeast inh
Cc1ccc(C(=O)Nc2ccc(C)c(S(=O)(=O)N3CCOCC3)c2)c(C)c1,4,-3,-19%,3%,-1%,u,-46%[inhibitor],4%,-5%
Cc1ccc(S(=O)(=O)CCC(=O)OCC(=O)N2CCN(S(=O)(=O)c3ccc(Cl)cc3)CC2)cc1,-17,-2,0%,-7%,1%,20%,i,-13%,-2%
CCC(C(=O)NCc1ccccc1)n1nc(C)c2sc3ccccc3c2c1=O (stereo not given),x,-11,-27%,-4%,x,20%,-15%,21%,x
CC(C)(C)c1ccc(CC(=O)N2CCC2(C)C(=O)NS(=O)(=O)c2cccs2)cc1 (stereo not given),2,-2,2%,1%,-5%,3%,i,-4%,1%
COC(=O)c1cccc(NC(=O)CSc2nc(C)cc(=O)[nH]2)c1,11,2,10%,-15%,-10%,0%,i,27%,2%
N#Cc1c(N)nc2c(c1-c1ccc3c(c1)OCO3)CCCCCC2,40,0,11%,-12%,0%,-15%,-7%,24%,5%
CC(=O)N1CCN(S(=O)(=O)c2ccc(C)cc2)C1C (stereo not given),2,2,7%,-1%,-5%,8%,i,0%,3%
COc1ccc(CNC(=O)C(OC(=O)c2ccco2)c2ccc(OC)cc2)cc1 (stereo not given),11,2,-9%,-16%,-1%,0%,-12%[57.5 µM],13%,-2%
COc1ccc(-c2[nH]nc3nc(-c4cc(Br)ccc4OC)cc(C(=O)O)c23)cc1,x,4,u,-4%,x,-6%,-31%,8%[9.22 µM],x
CC(=O)c1c(C(C)=O)c(C)n(NC(=O)c2ccccc2O)c1C,5,-7,-17%,4%,0%,0%,0%,2%,-4%
Clc1ccccc1CSC1=NCCN1,-2,2,27%,-2%,-2%,-8%,-5%,1%,2%
CCn1nc(C(=O)Nc2cc(Cl)ccc2-n2cncn2)c2ccccc2c1=O,14,11,u,2%,10%,7%,i,17%,2%
Cc1ccc(-n2ncc3c(NCc4ccccc4)ncnc32)cc1Cl,x,-9,31%,-3%,x,6%,-11%,18%,x
CCN1CCN(C(=O)c2cc(COc3ccc(F)cc3F)on2)[C@@H](C)C1=O,-1,13,-12%,-16%,-2%,u,-17%,2%,-5%
CCN(CC)CCNC(=O)c1ccc(-c2nc(CS(=O)(=O)c3ccc(C)cc3)c(C)o2)cc1,x,-20,9%,-7%,x,u,i,5%,x
CC1CCc2onc(C(=O)N3CCN(c4cccc(C(F)(F)F)c4)CC3)c2C1 (stereo not given),x,-13,x,-1%,x,-5%,-75%[inhibitor],10%,x
C/C(=N\O)c1ccc(N2C(=O)C3CC=C(Cl)CC3C2=O)cc1 (stereo not given),-8,0,-6%,-2%,14%,5%,-14%[57.5 µM],28%,1%
CCSC1=NCCN1C(=O)c1ccc(S(=O)(=O)N(C)C)cc1,9,9,-13%,1%,-2%,16%,-1%,4%,-7%
O=C(Cc1ccc2c(c1)CCCC2)Nc1ccccc1Br,-20,-10,u,14%,14%,u,i,-9%,-4%
Cc1cc(Cl)c(S(=O)(=O)NC2CCCCC2)cc1OCC(=O)Nc1nncs1,41,8,-5%,-14%,1%,3%,i,-23%,-4%

# By substructure: the entries above containing fluorine
SMILES,DRD3 antagonist,DRD3 agonist,KB-V1 cytotox,GLP1R cytotox,GLP1R ag,GLP-1R inv ag,PTHR1 agonist,TDP43 rescue,aSyn yeast inh
CCN1CCN(C(=O)c2cc(COc3ccc(F)cc3F)on2)[C@@H](C)C1=O,-1,13,-12%,-16%,-2%,u,-17%,2%,-5%
CC1CCc2onc(C(=O)N3CCN(c4cccc(C(F)(F)F)c4)CC3)c2C1 (stereo not given),x,-13,x,-1%,x,-5%,-75%[inhibitor],10%,x

# The results go on:
SMILES,DRD3 antagonist,DRD3 agonist,KB-V1 cytotox,GLP1R cytotox,GLP1R ag,GLP-1R inv ag,PTHR1 agonist,TDP43 rescue,aSyn yeast inh
O=C(COC(=O)C1(c2ccccc2F)CCCC1)N1CCOCC1,0,-6,11%,-16%,0%,6%,i,15%,3%
Cc1cccc(C(=O)NNC(=O)c2ccccc2O)c1,-7,0,-23%,-1%,-4%,u,-55%[inhibitor],10%,4%
CCCSCCCNC(=O)C1CCN(C(=O)c2cnn(-c3ccccc3)c2-n2cccc2)CC1,x,3,14%,6%,x,-12%,i,-8%,x
COc1ccc(C2=NCCn3nc4cc(OC)ccc4c32)cc1,-28,-17,-18%,1%,24%,27%,-5%,-9%,-14%
CCOC(=O)[C@]12CCC=C1N(Cc1ccccc1)C(=O)[C@H](CC(=O)N1CCCC1)C2,-18,-1,-9%,19%,-1%,14%,20%,-13%,u
Cc1ccccc1Nc1sc(C(=O)c2ccc3c(c2)OCO3)c(N)c1S(=O)(=O)c1ccccc1,x,-9,-33%,12%,6%,8%,i,8%,-11%
O=C(CCn1c(=O)oc2ccccc21)NCCN1CCOCC1,7,1,2%,2%,2%,3%,i,16%,-9%
CCn1c(CN2CCC(C)CC2)nc2cc(NC(=O)c3cccc([N+](=O)[O-])c3)ccc21,x,-19,2%,-1%,x,-35%,-16%,12%,x
Cc1cc(/C=N/NC(=O)C(O)(c2ccccc2)c2ccccc2)c(C)n1-c1ccccc1,u,-8,u,-19%,11%,-13%,i,-4%,1%
O=C(CN1CCOCC1)NN=C(c1ccccc1)c1ccccc1,3,-4,-22%,16%,6%,21%,-8%,12%,1%
CC(C)N1CCCC(C)(C(=O)Nc2nc3ccccc3n2C)C1 (stereo not given),20,10,-3%,7%,-6%,2%,-2%,6%,7%
Cc1ccc(C)n1Cc1ccc(C(=O)O)cc1,-10,-5,10%,4%,-18%,3%,i,-2%,2%
CCC1CCCCN1CCCNC(=O)Cn1cc2c(n1)-c1c(oc(C(=O)N3CCCC3)c1C)CC2 (stereo not given),13,1,0%,2%,1%,3%,8%,7%,-6%
O=C(N/N=C/c1ccccn1)c1cc(-c2ccc3ccccc3c2)n[nH]1,19,26,-25%,-11%,2%,u,-70%[inhibitor],17%,9%
Cc1oc2cc(O)ccc2c(=O)c1-c1ccccc1,-1,3,4%,5%,17%,7%,i,-2%,0%
Cc1cccc(NC(=O)Nc2cccc3ccccc23)c1,-4,0,13%,-8%,2%,5%,i,7%,2%
COc1ccc(CN(CCC(c2ccccc2)C2CCOC(C)(C)C2)C(C)=O)cc1 (stereo not given),2,-17,-13%,-1%,26%,u,i,2%,2%
Cc1ccc(CCN2CC(C(=O)NC3CCCC3)CC2=O)cc1 (stereo not given),7,-1,-6%,14%,8%,-9%,i,0%,6%
O=C(Cc1c[nH]c2ccccc12)Nc1nccs1,-4,-2,6%,4%,-5%,1%,-12%[57.5 µM],-7%,-5%
CCCNC(=O)c1nc(C)n(-c2cc(Cl)cc(Cl)c2)n1,0,13,u,3%,11%,11%,-13%,-8%,0%
CCN(CC(=O)Nc1ccc(NC(C)=O)cc1)C(=O)Cc1ccc(Cl)c(Cl)c1,2,4,-1%,-23%,4%,-23%,-20%,7%,4%
COc1ccc(NC(=O)C(Cc2ccccc2)NS(=O)(=O)c2ccc3c(c2)CCC(=O)N3)c(OC)c1 (stereo not given),x,-5,u,0%,2%,6%,i,0%,x
O=[N+]([O-])c1cccc(CN2CCC(Cc3ccccc3)CC2)c1,-29,-14,-10%,15%,5%,u,i,-16%,15%
O=C(O)c1cccc(NC(=O)c2cn(-c3ccccc3)nc2-c2ccncc2)c1,6,1,-1%,1%,-5%,13%,-7%,-13%,-3%
CCC(=O)c1c[nH]c(C(=O)N2CCOCC2)c1,-14,8,-19%,9%,4%,0%,0%,-12%,-6%
Cc1ccc2c(c1)N(CC(=O)Nc1c(C)cccc1C)C(=O)c1cccnc1O2,-11,-6,0%,3%,5%,9%,i,0%,-1%
O=S(=O)(c1ccc(Cl)s1)N1CCN(c2ncccn2)CC1,7,2,-18%,-11%,-12%,-13%,i,-30%,3%
Cc1ccc(N(CC(=O)Nc2cccc(Cl)c2)S(=O)(=O)c2cccs2)cc1,x,-10,9%,-8%,-2%,-26%,-10%,20%,x
Cc1c(NC(=O)c2ccc(CN3CCc4ccccc4C3)cc2)c(=O)n(-c2ccccc2)n1C,-79*,-1,0%,-11%,5%,-4%,-8%,-11%,-7%
CCOC(=O)CNC(=O)CSc1ccc2nnc(-c3ccc(F)cc3)n2n1,16,-1,0%,14%,4%,10%,i,4%,-3%
CCCCn1c2c(c3ccccc31)CCc1nonc1-2,3,0,-10%,2%,7%,u,i,0%,0%
COc1ccc(C(=O)Nc2ccc3nc(N4CCN(C)CC4)cc(C)c3c2)c(OC)c1,-2,-21,-9%,u,24%,127%[activator],i,8%,-7%
FC(F)Oc1ccc(NC(=S)NCCc2ccccn2)cc1,5,3,0%,10%,-1%,15%,-24%,16%,-1%
CCOc1ccc(/C=C2\CCC(C3CCCC3)C2=O)cc1OC (stereo not given),-10,-1,-11%,6%,10%,16%,i,26%,-5%
COc1cccc(NC(=O)CCN2CCN(CCO)CC2)c1,x,-16,25%,19%,x,3%,-11%,7%,x
Cc1cc(=O)oc2c3c(cc(OCC(=O)NCCC(=O)O)c12)OC(C)(C)CC3,-25,12,u,4%,-7%,0%,i,0%,-5%
CCc1c(C)sc(NC(=O)CSc2nc3c(c(C(F)(F)F)n2)CCc2ccccc2-3)c1C#N,9,-7,u,0%,-11%,-12%,u,-24%,2%
O=C(OCc1ccc(F)cc1Cl)c1ccccn1,19,-5,21%,5%,5%,-2%,i,0%,2%

# Only part of the results is shown (hit frequency here may not be typical).
